CHOP inhibitor – CHOP inhibition in unfolded protein response; AID 2732; CHO-K1 CHOP-promoter luciferase, tunicamycin-induced, 15-18 h; actives 3.8% (n = 220,000); inhibition, % at 10 µM;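 active means compounds that reduced the stress-induced luciferase reporter signal by more than about 70% of percent inhibition, limit read from the data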;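 further: 0% = tunicamycin plus vehicle and 100% = wells without tunicamycin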
TRPML3 ag – human mucolipin-3 channel agonism | Q8TDD5 | HEK293 TRPML3-YFP, Fluo-8 calcium fluorescence; 100% = the carbachol control signal | activation, % at 3 µM | actives 0.29% (n = 220,000);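 active means activation above its plate's cutoff, the mean activation of the plate's test wells plus 3 SD, cut at about 12% in these data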;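 further: 0% = DMSO only wells and 100% = carbachol wells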
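Material: HEK293 cells stably carrying human TRPML3-YFP; compound dosing: single dose, 3 µM final nominal compound, 0.3% DMSO final; incubation: 1-h 37 °C dye load, 5-s basal, 120-s post-compound reads; technique: Fluo-8 intracellular calcium fluorescence, excitation 470-495 nm, emission 515-575 nm; read-out basis: percent activation from peak-to-basal fluorescence ratio, scaled between DMSO and carbachol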
PPC-1+TRAIL kill – PPC-1 cancer cell killing with TRAIL present; PPC-1 cells + TRAIL, ATPLite viability luminescence; cell killing (% activity), % at 4 µM; actives 0.41% (n = 220,000);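 active means cell killing above 50% in the first pass at 4 µM, then a duplicate retest at 5 µM averaging 50% or more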;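 further: plate controls were cells with TRAIL plus DMSO for no effect and medium-only wells lacking cells for full effect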
RBBP9 inhibitor – human RBBP9 hydrolase inhibition; O75884; inhibition, % at 7.94 µM; recombinant RBBP9, FP-Rh probe fluorescence polarization; actives 0.2% (n = 220,000); AID 1515;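 active means inhibition above the campaign mean of all tested compounds plus 3 SD, cut at about 14% in these data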;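 further: plate controls were DMSO wells with RBBP9 for no effect and wells lacking RBBP9 protein for full effect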
Target sequence (O75884 whole entry, looked up): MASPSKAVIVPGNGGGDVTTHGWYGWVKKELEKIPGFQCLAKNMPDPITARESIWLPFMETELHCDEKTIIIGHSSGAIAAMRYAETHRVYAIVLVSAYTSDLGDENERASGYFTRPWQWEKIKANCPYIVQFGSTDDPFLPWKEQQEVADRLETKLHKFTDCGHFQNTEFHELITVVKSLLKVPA
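System: RBBP9 protein / Buffer or medium: Tris/NaCl buffer pH 8.0 with 0.1% Pluronic / Probe or stimulus: Serine-hydrolase probe FP-Rh, 375 nM pre-mixing / Dosing: 7.94 µM single dose, 0.794% DMSO / Times: enzyme-compound preincubation 30 min, then probe labeling 45 min, 25 °C / Technique: fluorescence polarization (mP), excitation 525 nm, emission 598 nm / Replication: singlicate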
TNF death inh – TNF-alpha cell death inhibition in Jurkat FADD-/- cells; Jurkat FADD-/- TNF necroptosis rescue, ATP luminescence, 24 h; 0 = TNF only, 100 = no-TNF cells; activation (protection from cell death), % at 10 µM; actives 0.068% (n = 220,000); AID 463075;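 active means activation, meaning protection from cell death, of at least 50% relative to plate controls; inactive means activation below 50%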;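 further: necroptosis triggered by 40 ng/mL TNF-alpha added together with compound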
Ba/F3 V617F tox – loss of viability in JAK2V617F-driven Ba/F3 cells. Ba/F3 EpoR-JAK2V617F viability, ATP luminescence. inhibition, % at 5.6 µM. actives 1.1% (n = 220,000);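 active means inhibition above the campaign mean plus 3 SD over all tested compounds, cut at about 24% in these data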;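 further: cytokine-independent growth of Ba/F3 cells driven by EpoR plus mutant JAK2; 0% = DMSO-treated cells and 100% = JAK inhibitor I control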
TRPN1 ag – activates the zebrafish TRPN1 channel. AID 1424. actives 0.18% (n = 220,000). activation, % at 3 µM. HEK293 zebrafish TRPN1-YFP, Fluo-8 calcium fluorescence; 100% = response to 87 µM carbachol;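 active means activation above its plate's cutoff, the mean activation of test wells on that plate plus 3 SD, cut at about 19% in these data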;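 further: 0% = DMSO alone and 100% = 87 µM carbachol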
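Material – zebrafish TRPN1-YFP in HEK293 cells · Doses – 3 µM single point · Schedule – dye 1 h 37 °C plus 30 min RT · Signal – Fluo-8 calcium fluorescence, excitation 470-495 nm, emission 515-575 nm · Read-out – % activation versus carbachol response · Control set – carbachol high, DMSO low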
BaF3 tox – counter-screen for JAK2V617F inhibitors: parental Ba/F3 viability inhibitors | CellTiter-Glo ATP luminescence | inhibition, % at 5.6 µM | actives 1.1% (n = 220,000) | AID 1486;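 active means inhibition above a per-campaign cutoff, the mean inhibition of all tested compounds plus 3 SD, cut at about 27% in these data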;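 further: 0% = DMSO wells and 100% = JAK Inhibitor I control wells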
Wee1 stabilizer – inhibitors of human Wee1 degradation; HeLa Luc-Wee1K328M stability, luciferase luminescence; 100% = proteasome inhibitor MG132 effect; reporter increase, % at 5 µM; actives 1.2% (n = 220,000);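 active means activation above the mean of all tested compounds plus 3 SD, set per screening run, cut at about 8.8% in these data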;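 further: cells exposed to compound for 20 h before luminescence read; 0% = DMSO alone and 100% = MG132 at 30 µM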
Target sequence (P30291 whole entry K328M): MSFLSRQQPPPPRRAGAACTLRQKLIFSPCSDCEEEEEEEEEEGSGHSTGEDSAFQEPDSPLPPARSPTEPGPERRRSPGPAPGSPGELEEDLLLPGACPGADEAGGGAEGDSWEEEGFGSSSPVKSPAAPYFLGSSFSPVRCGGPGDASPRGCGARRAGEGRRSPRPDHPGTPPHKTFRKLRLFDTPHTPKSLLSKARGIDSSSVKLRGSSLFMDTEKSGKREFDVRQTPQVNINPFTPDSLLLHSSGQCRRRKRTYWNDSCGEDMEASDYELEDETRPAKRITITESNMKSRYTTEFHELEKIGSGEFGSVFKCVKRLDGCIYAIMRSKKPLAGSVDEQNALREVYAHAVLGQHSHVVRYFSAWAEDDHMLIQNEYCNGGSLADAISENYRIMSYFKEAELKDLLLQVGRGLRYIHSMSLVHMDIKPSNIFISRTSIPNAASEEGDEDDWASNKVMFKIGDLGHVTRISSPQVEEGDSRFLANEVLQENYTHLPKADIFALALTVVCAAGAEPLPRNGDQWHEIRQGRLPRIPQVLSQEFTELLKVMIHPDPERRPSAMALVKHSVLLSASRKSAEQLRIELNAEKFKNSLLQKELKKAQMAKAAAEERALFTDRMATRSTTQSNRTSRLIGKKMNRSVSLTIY
* = called active by the depositor. Rows were taken by chance. About 6.8% of those tested had a hit in this group.

structure,CHOP inhibitor,TRPML3 ag,PPC-1+TRAIL kill,RBBP9 inhibitor,TNF death inh,Ba/F3 V617F tox,TRPN1 ag,BaF3 tox,Wee1 stabilizer
COc1cc2[nH]c(=O)n(CCC(=O)N3CCc4ccccc4C3)c(=O)c2cc1OC,15.9,1.2,9.4,-3.2,-0.3,-1.9,0.3,3.9,4.6
CCN(CC)C(=O)CN(C#N)c1nc(OC)nc(N(C)C)n1,21.4,0.9,11.3,5.5,0.7,0.3,1.8,5.1,4.5
CN(C)c1ccc(C2OC(=O)C3(CCCC3)C(=O)C2(C)C)cc1 (stereo not given),33.8,1.0,19.5,3.7,0.0,-3.9,-0.8,0.6,2.0
Cc1ccc(NC(=O)c2cccc(S(C)(=O)=O)c2)cc1,-18.7,0.6,13.1,-7.4,-0.4,-7.0,-0.5,2.2,1.0
COCCCNC(=O)c1ccc(Cn2c(=O)c3ccccc3n(CC(=O)NCCc3ccc(OC)c(OC)c3)c2=O)cc1,22.1,0.9,-14.6,-4.8,-0.2,-1.9,-0.3,3.4,0.1
COc1ccc(C(=O)CCNc2ccc(F)cc2)cc1,-15.2,-0.1,17.1,-6.1,-16.6,3.7,0.9,0.5,8.0
C/C(=N\NC(=O)c1ccc(=O)[nH]n1)c1cccnc1,-5.7,0.5,4.8,5.8,0.9,-0.3,2.5,2.1,6.7
Cn1c(COc2ccccc2)nnc1SCc1cc(=O)[nH]c2ccccc12,10.9,0.5,-0.5,1.1,-0.5,-7.0,-0.4,-3.4,1.1
O=C(OCn1nnc2ccccc2c1=O)c1ccc(S(=O)(=O)N2CCOCC2)cc1,-15.6,0.7,8.2,-2.6,0.2,-0.2,2.8,6.4,1.1
O=C(NCc1ccc2c(c1)OCO2)c1cccc(F)c1,-14.8,0.4,2.3,0.6,2.7,3.0,-0.4,1.3,4.6
COC(=O)C1=C(C)N=C2SC(C#N)=C(N)N2C1c1ccc(OCc2ccccc2)cc1 (stereo not given),88.5*,0.0,-2.1,-11.8,-3.5,3.7,0.1,5.6,-1.6
CCN(CC)c1ccc(NC(=O)c2cccc(F)c2)c(C)c1,46.6,0.0,-28.0,-6.2,-6.5,1.2,-0.3,7.8,2.9
Cn1ccc(=Nc2ccc(NC(=O)c3ccc(N=c4ccn(C)c5ccc([N+](=O)[O-])cc45)cc3)cc2)cc1,-7.7,0.1,37.9,-2.7,-1.8,34.4*,-1.6,29.7*,-3.2
C=CCn1c(SCC(=O)NCc2ccco2)nc2ccccc2c1=O,26.1,0.1,13.4,-1.6,1.3,1.6,1.0,9.4,1.7
O=C(O)c1cccc(C(=O)Nc2cccc(NC(=O)C3CCCO3)c2)c1 (stereo not given),-1.9,0.5,1.3,-5.2,1.2,-3.0,3.2,4.4,-1.8
COC(=O)C1C(c2ccccc2)C(C(=O)N2CCN(C)CC2)C1c1ccccc1 (stereo not given),-1.8,0.0,-6.6,-3.5,-1.2,1.2,0.7,-0.7,-0.3
CCCNC(=O)c1nc2ncc(Br)cn2n1,-0.2,0.6,-0.3,-3.2,0.9,0.8,0.6,-0.4,5.9
O=C(C1CC2C=CC1C2)N1CCN(c2ccccc2)CC1 (stereo not given),16.8,-0.1,19.7,-6.5,0.1,-2.2,0.3,2.9,-0.4
C=CCNC(=S)NNC(=O)CC12CC3CC(CC(C3)C1)C2,-2.4,0.6,19.0,-1.3,1.0,-1.7,1.1,-8.4,3.0
O=C1CNC(=O)/C(=C/c2ccco2)N1,-8.7,0.9,4.7,-11.3,0.5,2.5,1.1,1.7,-1.9
COc1ccc(Nc2nc(N)nc(CSC(=S)N3CCN(c4ccccc4)CC3)n2)cc1,23.5,-0.7,0.6,-7.0,-6.6,0.2,-0.7,6.4,8.1
CCCCC1S/C(=N/N=C/c2ccc(OC)cc2)N(Cc2ccc(OC)cc2)C1=O (stereo not given),-7.4,-0.4,3.4,-12.0,-0.2,0.8,0.9,4.3,0.5
N/C(=N\OC(=O)c1ccccc1Cl)c1cccnc1,1.2,-0.3,29.0,-3.3,-1.1,-3.4,1.6,-0.2,5.8
O=C1c2ccccc2C(=O)N1n1c(=O)[nH]c2ccccc2c1=O,14.7,0.1,-16.9,4.2,-0.8,-0.5,0.0,-0.1,-2.1
Cc1c(NC(=O)C(C)OC(=O)COc2ccccc2)c(=O)n(-c2ccccc2)n1C (stereo not given),1.6,1.0,19.7,-5.4,-0.7,1.1,1.4,2.7,-3.3
Cc1ccc2c(Cl)cc(Cl)c(OCC(=O)N(C(C)C)C(C)C)c2n1,16.7,-0.7,0.2,0.7,0.1,0.7,-0.1,11.2,-2.5
CCOC(=O)c1ccc(NC(=S)NCCCN2CCN(C3CCCCC3)CC2)cc1,8.8,1.8,20.1,-0.3,1.2,2.6,1.7,6.7,-1.2
Cc1ccc(CONC(=O)c2ccccc2)cc1,-29.8,0.1,11.7,-5.5,1.8,-2.1,1.1,-2.5,-0.6
CCCC(=O)NC(Nc1ccc(S(=O)(=O)Nc2cc(C)on2)cc1)(C(=O)OCC)C(F)(F)F (stereo not given),14.7,-0.1,18.5,-3.8,-0.2,-0.9,-0.1,4.0,-2.2
COc1ccccc1NC(=S)NCC1CCCCC1,-16.4,0.4,13.3,1.8,-5.0,0.1,-0.5,2.5,-0.8

Remaining list, next part.
structure,CHOP inhibitor,TRPML3 ag,PPC-1+TRAIL kill,RBBP9 inhibitor,TNF death inh,Ba/F3 V617F tox,TRPN1 ag,BaF3 tox,Wee1 stabilizer
COC(=O)Cc1[nH]n(-c2nc3ccccc3s2)c(=O)c1C(C)=Nc1ccc(Cl)cc1,83.0*,0.6,0.3,-5.7,-9.6,-2.8,2.3,3.2,-4.2
O=C(Nc1ccc(S(=O)(=O)N2CCc3ccccc3C2)cc1)c1ccccc1,42.6,1.2,-6.6,1.1,-1.2,-1.2,-0.4,2.2,1.4
Cc1ccc2c(c1)NC(=O)C(CC(=O)NCCCN1CCN(c3cc(Cl)ccc3C)CC1)O2 (stereo not given),78.7*,0.4,15.9,-8.0,-1.5,-3.7,0.0,4.7,3.5
Cc1ccc(CNC(=O)C2CCCN(S(=O)(=O)c3cnc[nH]3)C2)cc1 (stereo not given),26.1,0.4,7.0,7.7,-0.2,-0.1,1.4,2.5,0.3
CC(C)CCOc1ccc(C(=O)CCNC(C)C(=O)O)cc1 (stereo not given),-20.2,1.1,27.3,-7.2,1.3,-0.9,2.4,4.0,-0.7
O=C(NCC1CCCCC1)c1cccc(S(=O)(=O)NCc2cccnc2)c1,30.1,1.0,-23.5,-0.1,0.9,4.5,-0.7,4.3,0.7
CCOc1ccccc1NC(=S)NCCc1ccccc1,11.8,-0.9,-0.1,-7.1,-8.9,0.2,-1.2,6.6,0.9
COC(=O)Cn1c2[n+](c3ccccc31)CC(O)CS2 (stereo not given),18.8,0.3,-3.8,-6.4,-0.3,1.4,0.5,-0.5,0.1
CCOC(=O)Nc1sc2c(c1C#N)CCCC2,-21.7,-0.5,-3.9,-7.2,-0.9,6.8,-1.2,3.2,-0.2
CN(C)S(=O)(=O)c1ccc(C(=O)Nc2ccc(CCC(=O)N3CCCC3)cc2)cc1,32.1,0.3,-3.5,-0.5,-0.1,-1.4,-0.4,0.7,3.2
CCOC(=O)N1CCN(C(=O)c2ccc(OCC)cc2)CC1,3.2,0.4,9.4,-9.0,1.1,0.0,2.0,9.7,-0.7
O=C(OCC(=O)N1CCN(C(=O)c2ccco2)CC1)c1ccccc1OCc1ccccc1,11.0,-0.2,-9.9,3.0,0.6,0.0,1.5,3.8,5.2
CCCCOCCCNS(=O)(=O)c1ccccc1,3.8,0.1,-1.8,-0.8,0.0,0.7,1.1,1.3,-4.2
CCc1ccc(/C=C2\Oc3ccc(C(=O)OC)cc3C2=O)cc1,-1.2,1.4,9.0,0.3,0.6,1.1,1.6,3.8,-3.8
COC(=O)c1ccc(CC(=O)c2nc3ccccc3s2)cc1,-7.6,0.5,7.0,-5.6,0.4,4.5,0.3,9.5,-0.2
COc1cc(/C=C2\C(=O)NN(c3ccc(C)cc3)C2=O)cc([N+](=O)[O-])c1O,6.8,0.6,6.9,1.8,0.0,-2.4,-0.9,6.6,-1.0
O=C(OC(C(=O)Nc1ccc([N+](=O)[O-])cc1Br)c1ccccc1)c1ccccc1 (stereo not given),17.2,0.7,12.2,0.6,75.6*,-1.0,0.3,7.2,0.6
COc1ccc(-c2nnc(SC3CCOC3=O)n2C2CCCCC2)cc1OC (stereo not given),31.8,1.1,12.0,6.6,-0.5,-2.8,1.2,-2.1,-1.1
CCCOc1ccc(N2C(=O)CC(N(CCc3ccc(OC)cc3)C(=O)/C=C/C(=O)O)C2=O)cc1 (stereo not given),0.7,0.5,-4.7,-10.3,0.8,-1.7,0.2,1.1,-4.1
CCOc1ccc(N2CC(C(=O)Nc3ncccc3C)CC2=O)cc1 (stereo not given),27.5,0.1,4.2,-2.2,-0.2,-1.7,-0.5,2.6,3.0
C=CCn1c(Cc2cccs2)nnc1SCC(=O)Nc1cccc(OC)c1,12.4,-0.7,1.7,-4.8,0.7,-0.7,0.7,1.8,4.3
CSc1nc(C(=O)N2CCc3c([nH]c4ccccc34)C2c2ccccn2)cs1 (stereo not given),14.8,-0.7,21.8,-6.2,0.9,1.8,0.3,3.0,0.9

Screens from PubChem BioAssay.
